S3 lipid droplet – qHTS Assay for Lipid Storage Modulators in Drosophila S3 Cells; Drosophila S3 cells, BODIPY lipid droplet fluorescence, 18-24 h; cells fed with added oleic acid; Potency in µM for hits, for the others lipid storage change, negative = inhibition, % at the top dose, mostly 46.1 µM; 320,000 compounds, 0.64% hits; AID 2685, 2010; active = well fitted inhibition curve with a large enough effect in the signal ratio, with a control signal flat, not every such curve was filed as active; inconclusive = small, poorly fitted or top-dose-only effect, or effect the other way, or a change in a side signal; the % refers to the signal ratio
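Laser-scanning cytometry quantifies lipid droplet accumulation (500–530 nm total intensity; droplet/cell object ratio) in oleic acid-fed (400 uM added) Drosophila S3 cells treated with a concentration series. 20 uM Triacsin C defined 100% inhibition.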
S3 lipid droplet cell count max – second read-out of S3 lipid droplet, no call of its own (marks repeat the call); cell number change, %; measured here: cell count max response;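 cells counted by Cell Tracker Red CMTPX staining in the red channel; peak over a dose series mostly up to 46.1 µM; percent activity relative to internal control wells on each plate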
The depositor's hits bear a star; i = inactive; ? = inconclusive; . = not tested or not shown. % is set by controls: 0 for no effect and ±100 for the full control effect; potency is the fitted concentration of half-maximal effect.

SMILES | S3 lipid droplet | S3 lipid droplet cell count max
COc1ccccc1CNC(=O)[C@H](C)NC(=O)C1CCN(C(=O)[C@@H](N)CC(C)C)CC1 | 26% | 6
N#Cc1c(Nc2ccc(F)cc2)sc(C(=O)c2ccccc2)c1N | ? | .
CC1CCc2nc(NC(=O)CN3CCOCC3)sc2C1 (stereo not drawn) | ? | .
COc1ccc(CNC(=O)C(c2ccncc2)N(C(=O)Cc2cccs2)c2ccccc2)cc1 (stereo not drawn) | ? | .
O=C(O)C1CCCN1C(=O)Nc1ccccc1 (stereo not drawn) | ? | .
CCN(CC)C(=O)C(=O)c1cccn1-c1cccc(Cl)c1C#N | 15% | 22
COc1ccc(CC(C)CC(=O)Nc2ccc(OC)cc2)cc1 (stereo not drawn) | i | 23
O=C(N/N=C/c1ccc(N2CCOCC2)s1)c1ccccc1Cl | -1% | -15
Cn1c(-c2ccc(-c3ccccc3)cc2)c[nH]c1=S | ? | .
O=C(/C=C\c1ccc2c(c1)OCO2)NC1(C(=O)Nc2ccc3c(c2)OCCO3)CCCCC1 | ? | .
O=C(Nc1ccccc1Cl)c1cc[n+](Cc2ccc([N+](=O)[O-])cc2)cc1 | ? | .
CCOc1ccc(NC(=O)CN(C)C(=O)c2ccccc2Cc2ccccc2)cc1OCC | ? | .
C/C(=N\NC(N)=O)c1ccc(Cl)cc1 | ? | .
O=C(Nc1ccccc1)/C(=C/c1cccnc1)NC(=O)c1ccccc1 | ? | .
O=S(=O)(Nc1ncccn1)c1cc(Cl)ccc1Cl | ? | .
N#Cc1ccccc1Cn1c(=O)n(CCC(=O)NCc2ccco2)c(=O)c2ccccc21 | 2% | 23
COc1ccccc1/C=N/NC(=O)CNC(=O)c1ccc(S(=O)(=O)N(C)C)cc1 | -12% | 12
Cc1noc(C)c1C(=O)OC(C)C(=O)Nc1ccc(S(=O)(=O)NC(C)C)cc1 (stereo not drawn) | 23% | -4
Cn1cnc2c1c(=O)n(Cc1cccc(Cl)c1)c(=O)n2C | -2% | -8
Cc1cc(Cl)ccc1C(=O)C1CCCN(C(=O)CCn2cncn2)C1 (stereo not drawn) | 5% | -13
c1ccc(CNc2nc(-c3cccnc3)nc3ccccc23)cc1 | ? | .
Cc1ccc(CNC(=O)c2cc(-c3ccccc3C)n(CC3CC(c4cccc([N+](=O)[O-])c4)=NO3)n2)cc1 (stereo not drawn) | ? | .
CC(C)N(C(=O)CSc1ccc(S(=O)(=O)N2CCCCC2)cn1)c1ccccc1 | ? | .
O=C(CSc1cccc[n+]1[O-])Nc1cc2c(cc1Cl)C(=O)c1ccccc1C2=O | ? | .
Cc1[nH]n(-c2ccccc2)c(=O)c1C(=O)c1ccccc1 | ? | .
CCCc1nn(CCc2ccccn2)c(N)c1CC | i | 12
CC(=O)c1cccc(NS(=O)(=O)c2c(C)n[nH]c2C)c1 | ? | .
CC1(C)CC(=O)C2=C(C1)N(c1ccccc1)C(N)=C(C#N)C2c1ccccc1 (stereo not drawn) | 6% | 1
CCCN(Cc1nnc(-c2cccs2)o1)C(=O)CN1C(=O)NC2(CCC(C)CC2)C1=O (stereo not drawn) | 17% | 3
COCCN(C(=O)CC(C)(C)C)c1nnc(-c2cccnc2)s1 | 6% | -19
COC(=O)c1ccc(C2SCC(=O)N2Cc2ccccc2)cc1 (stereo not drawn) | 11% | 4
C#CCNC(=O)C1=C[C@@H](c2ccc(Br)cc2)[C@H](CCCO)[C@@H](OCC)O1 | 7% | 3
O=C(O)CSCc1ccc(Cl)cc1 | -7% | 3
COc1ccc(NC(=O)NCCN2CCN(c3cccc(Cl)c3)CC2)cc1 | i | .
COC(=O)CCC(=O)OC1(C)C(=O)C=C2C=C(C3CC3)N(c3cccc(C#N)c3)C=C2C1=O (stereo not drawn) | 0% | 12
O=C(Nc1ccccn1)c1cc2ccccc2o1 | 2% | -2
Cc1cc(NCc2ccc(F)cc2)nc2cc(Cl)ccc12 | ? | .
COc1cccc(CN2CC(C(=O)N3CCCCCC3)CCC2=O)c1 (stereo not drawn) | ? | .
Clc1ccc(CNc2cnccn2)cc1 | ? | .
O=C(NCc1ccccn1)NC1CCCCC1 | -6% | -19
Cc1cc2c(c(=O)n1CCN(C)C)C(c1ccc(Cl)cc1)C(C#N)=C(N)O2 (stereo not drawn) | i | 14
N/C(=N\OC(=O)COc1ccccc1)c1ccccn1 | ? | .
CCOC(=O)NCc1ccc2c(c1)OCO2 | 10% | -12
Cn1c(=O)c2c(n(Cc3ccccc3)c1=O)NC(=O)C2CC(=O)N1CCc2ccccc2C1 (stereo not drawn) | 0% | -8
Cc1ccsc1/C=C(\C#N)C(=O)Nc1c(C)n(C)n(-c2ccccc2)c1=O | -1% | 9
COc1ccc(-c2[nH]nc3oc(=O)cc(C)c23)cc1 | ? | .
COc1ccc(C(=O)N2c3ccc(F)cc3CCC2C)cc1OC (stereo not drawn) | 2% | 11
FC(F)(F)c1nnc(-c2ccccc2)nc1Oc1ccccc1 | i | .
COc1ccc(O)c(CN2CCCC(C(=O)Nc3cccc(-n4cccn4)c3)C2)c1 (stereo not drawn) | ? | .
Cc1c(NC(=O)c2ccc(N3CCCC3)c([N+](=O)[O-])c2)cccc1-c1nc2ccccc2s1 | ? | .
Cc1ccccc1NC(=S)N(CCCN1CCC(C)CC1)Cc1ccco1 | 0% | -10
CCCCn1c(SCc2ccccn2)nc2c1c(=O)n(C)c(=O)n2C | -1% | -21
CCOc1ccccc1NC(=O)CSc1c(C)n[nH]c1C | i | .
Cc1nc2c(c(C)c1C#N)C(=O)c1ccccc1-2 | ? | .
CN1/C(=C\C(=O)c2cccs2)C(C)(C)c2ccccc21 | ? | .
COc1ccccc1NCCC(=O)OCC(=O)NCc1ccco1 | -11% | 3
O=C(NNC(=O)c1cccs1)c1ccc(Br)cc1 | ? | .
Cc1cccc(C)c1OCCn1nnc2ccccc21 | i | -25
C=C(C)CNC(=S)Nc1cccc2cnccc12 | -1% | .
O=C(c1ccc(F)c(S(=O)(=O)N2CCOCC2)c1)N1CCc2ccccc21 | -13% | 2

(cont.)
SMILES | S3 lipid droplet | S3 lipid droplet cell count max
CCCCNC(=O)Oc1cccc(N2CCCC2=O)c1 | i | .
COc1ccc(-c2ccnc(-c3ccc(OCCCF)cc3)n2)cc1 | ? | .
Cc1cc(C)n(-c2ccc(C(=O)Nc3cccc([N+](=O)[O-])c3)cc2)n1 | ? | .
COc1cccc(-c2noc(C3CCCN(C(=O)c4ccc(F)cc4)C3)n2)c1 (stereo not drawn) | ? | .
COc1ccc(C2C(C(=O)c3ccc(C)o3)=C(O)C(=O)N2c2cc(C)on2)cc1OC (stereo not drawn) | 9% | 0
CCCCSc1nc(C)cc(NC(=S)Nc2ccc(OC)cc2)n1 | ? | .
CCn1cc(C(=O)O)c(=O)c2cnc(N3CCN(C(=S)NC(=O)c4ccc(Cl)cc4Cl)CC3)nc21 | ? | .
COC(=O)[C@H](CC(C)C)NS(=O)(=O)N(Cc1ccccc1)[C@@H](CC(C)C)C(=O)OC | ? | .
CN(CC(=O)Nc1ccccc1C(F)(F)F)C(=O)COc1ncnc2ccccc12 | ? | .
C/C(=C\c1ccccc1)CN1CCC(C(=O)N2CCCCC2)CC1 | -6% | 1
C=CCN=C1SCC(=O)N1S(=O)(=O)c1ccc(C)cc1 | 20% | .
O=C(Nc1ccc(S(=O)(=O)N2CCCCCC2)cc1)c1[nH]ncc1[N+](=O)[O-] | 9% | 18

6 of these compounds, set out differently:
| molecule | S3 lipid droplet | S3 lipid droplet cell count max |
| --- | --- | --- |
| COc1ccc(-c2ccnc(-c3ccc(OCCCF)cc3)n2)cc1 | ? | . |
| Cc1cc(C)n(-c2ccc(C(=O)Nc3cccc([N+](=O)[O-])c3)cc2)n1 | ? | . |
| COc1cccc(-c2noc(C3CCCN(C(=O)c4ccc(F)cc4)C3)n2)c1 (stereo not drawn) | ? | . |
| COc1ccc(C2C(C(=O)c3ccc(C)o3)=C(O)C(=O)N2c2cc(C)on2)cc1OC (stereo not drawn) | 9% | 0 |
| CCCCSc1nc(C)cc(NC(=S)Nc2ccc(OC)cc2)n1 | ? | . |
| CCn1cc(C(=O)O)c(=O)c2cnc(N3CCN(C(=S)NC(=O)c4ccc(Cl)cc4Cl)CC3)nc21 | ? | . |

Carrying on:
SMILES | S3 lipid droplet | S3 lipid droplet cell count max
Cc1ccc(C(=O)NCCc2ccc(S(=O)(=O)N3CCCC3)cc2)cc1 | -13% | -12
Cc1ccc(C(=O)COC(=O)CCN2C(=O)C3C4C=CC(C5CC45)C3C2=O)cc1 (stereo not drawn) | ? | .
NS(=O)(=O)c1ccc(NC(=O)COC(=O)c2c3c(nc4ccccc24)/C(=C\c2ccc4c(c2)OCO4)CCC3)cc1 | ? | .
Cc1cc(C)n(CCCC(=O)O)n1 | ? | .
COC(=O)c1ccc(C(=O)OC)c(NC(=O)CN2CCN(c3ccccc3OC)CC2)c1 | ? | .
C=CCn1c(SCC(=O)NC23CC4CC(CC(C4)C2)C3)nc2cc(C(=O)O)ccc2c1=O | ? | .
CCN1CCN(c2ccc(NC(=O)COc3ccc([N+](=O)[O-])cc3)cc2)CC1 | 7% | 20
CC(C)(C)c1nnc(NC(=O)C2CCN(c3ncccn3)CC2)s1 | ? | .
CC(=O)Nc1cc2c(nc1C)nc(C)n2Cc1ccc(Br)cc1 | i | .
CCNC(=O)NC(=O)CSc1cccc(C(F)(F)F)c1 | ? | .
CC1=C(C(=O)OCC(Br)(Br)Br)C(c2ccc(Br)cc2)NC(=O)N1CCCC(=O)O (stereo not drawn) | 1% | 6
Cc1nn(CCCC(=O)NCc2ccccc2Cl)c(=O)c2nccn12 | ? | .
O=C(Nc1cccc([N+](=O)[O-])c1)c1ccn[nH]1 | -2% | 8
O=C(C1CCN(S(=O)(=O)c2ccccc2)CC1)N(CCc1ccccc1)Cc1ccco1 | 2% | -22
Cc1cc(NC(=O)Cc2cccs2)no1 | i | .
COC(=O)Cn1cc(/C=N/NC(=O)COc2cccc3cccnc23)c2ccccc21 | 0% | -3
O=C(Nc1nccs1)c1ccccc1[N+](=O)[O-] | 12% | 6
CC(=O)Nc1ccc(NC(=O)CN(c2ccc(C(C)C)cc2)S(=O)(=O)c2ccccc2)cc1 | -1% | -9
COc1ccc(Cl)cc1N(C(C)C(=O)NC1CCCC1)S(C)(=O)=O (stereo not drawn) | -16% | -9
COc1cccc(CC(=O)Nc2nccs2)c1 | 10% | -7
CC(C)c1ccc(N2C(=O)CC(Sc3nc4ccccc4o3)C2=O)cc1 (stereo not drawn) | i | 9
COc1cc(C(=O)NCCNC(=O)c2cnccn2)cc(OC)c1OC | ? | .
CC(NC(=O)CCCc1c[nH]c2ccccc12)c1ccc(F)cc1 (stereo not drawn) | ? | .
Fc1ccc(N/N=C/c2ccc(N3CCOCC3)cc2)c(F)c1 | ? | .
Cc1ccccc1CNc1ncnc2cc(Cl)ccc12 | 7% | 8
Cn1c(NN)nc2c1c(=O)n(Cc1ccccc1)c(=O)n2C | i | 16
CCS(=O)(=O)N1CCC(C(=O)Nc2cccc(C(C)=O)c2)CC1 | 19% | .
COC(=O)C1C(C(C)C)N(c2ccccc2)OC1(C)O (stereo not drawn) | ? | .
O=C1C(C23CC4CC(CC(C4)C2)C3)C(=O)N(c2ccccc2)N1c1ccccc1 | 4% | 7
Cc1ccc(NC(=O)/C(CN(C)C)=N\O)cc1 | 11% | 13
CC(=O)Nc1ccc(-c2csc(NC(=O)Nc3ccccc3)n2)cc1 | ? | .
Cc1cccc(NC2(C(F)(F)F)N=C3SCCN3C2=O)n1 (stereo not drawn) | ? | .
O=C(COc1ccc2ccccc2c1)NNC(=O)Cc1ccccc1 | ? | .
Cc1cccc(N2CCN(C(=O)C3CCN(c4ncnc5c4nc4n5CCCCC4)CC3)CC2)c1C | ? | .
COc1ccc(CNS(=O)(=O)c2cc(-c3cc(C)no3)ccc2C(C)C)cc1 | i | -16
CC1(C)Cc2c(sc(/N=C/N3CCCC3)c2C#N)C(C)(C)N1 | 7% | 21
CC(C(=O)NCc1ccccc1)N(CCN1CCOCC1)C(=O)c1snc(C(N)=O)c1N (stereo not drawn) | 12% | 3
OC1(c2ccc(Cl)cc2)CN(c2ccccc2)C2=[N+]1CCS2 (stereo not drawn) | -1% | -10

Compound profiles, from the list above:
Record of O=C1C(C23CC4CC(CC(C4)C2)C3)C(=O)N(c2ccccc2)N1c1ccccc1 : S3 lipid droplet: 4%; S3 lipid droplet cell count max: 7
Record of CC1(C)Cc2c(sc(/N=C/N3CCCC3)c2C#N)C(C)(C)N1 : S3 lipid droplet: 7%; S3 lipid droplet cell count max: 21
Record of CCS(=O)(=O)N1CCC(C(=O)Nc2cccc(C(C)=O)c2)CC1 : S3 lipid droplet: 19%; S3 lipid droplet cell count max: .

Assay outcomes: PubChem, National Center for Advancing Translational Sciences (NCATS)

Some of the compounds tested; rates above refer to the full screens.
